Compound activity from PubChem BioAssay.
IL-2 act – qHTS of IL-2 Activators | 360,000 tested, 0.065% active | IL-2 activation reporter assay, cell-based qHTS; stimulated with anti-CD3/CD4/CD28 beads; in transgenic mouse T cells | activation, % (series mostly up to about 46 µM); in the data active means activation above about 50%; inconclusive means mostly about 30% to 49%; further: 0% is about no effect
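Unstimulated transgenic mouse T cells preincubated 60 min with compound, then stimulated with anti-CD3/anti-CD4-coated beads plus anti-CD28 for 18 h at 37 degrees C. IL-2 response read as EGFP and DsRed fluorescence by plate cytometry.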
GLP1R cytotox – qHTS of GLP-1 Receptor Inverse Agonists: Cytotox Screen; HEK293 cAMP-luciferase reporter cells, luminescence, 24 h; Potency, µM (series often up to 38.3 µM), inactives show at the top dose activity change, negative = inhibition, hits mostly inhibitors; 410,000 tested, 0.13% active;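 further: loss of luciferase light is scored as toxicity; potency means the concentration at half of the fitted maximal effect; on the % scale 0 is the no-effect control and ±100 the full control effect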
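Luminescence readout: signal drop marks cytotoxicity. Plated cells grew 12 h at 37 °C, 5% CO2, received 23 nL compound for 24 h, then got luciferase reagent, read after 12 min at RT.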
WRN helicase inh – qHTS for Inhibitors of WRN Helicase | WRN helicase unwinding, fluorescent forked duplex, kinetic | Potency, µM (top dose mostly 114 µM), inactives show top-dose activity change, negative = inhibition, hits mostly inhibitors | 360,000 tested, 0.46% active | Bifunctional 3'-5' exonuclease/ATP-dependent helicase WRN (Homo sapiens), Q14191; further: potency means the concentration at half of the fitted maximal effect; on the % scale 0 is the no-effect control and ±100 the full control effect; nearly all actives have a fitted effect of over 55% in size
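Primary qHTS, 1536-well format. 20 nM WRN + compound, 15 min RT; start with 100 nM forked fluorophore/quencher duplex, 2 mM ATP (final); kinetic read ex 525/em 598 nm.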
GLP-1R inv ag – qHTS of GLP-1 Receptor Inverse Agonists (Inhibition Mode); 410,000 tested, 1.6% active; Potency, µM (titrated, usually from 38.3 µM), without a hit: at the highest dose activity change, negative = inhibition, most hits filed as inhibitors; Glucagon-like peptide 1 receptor (Homo sapiens), P43220; HEK293 GLP-1R CRE-luciferase, luminescence, 24 h; GLP-1R form is constitutively active; further: potency means the concentration at half of the fitted maximal effect; on the % scale 0 is the no-effect control and ±100 the full control effect; nearly all actives have a fitted effect of over 55% in size
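Seeding at 200 cells/uL, 12 h culture, 24 hr compound treatment, then luciferase reagent and a luminescence read; cells are HEK293 stably expressing a constitutively active GLP-1R plus cAMP-responsive luciferase.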
GLP1R ag – qHTS of GLP-1 Receptor Agonists | AID 624172, 2012 | Potency, µM (titrated, usually from 45.6 µM), inactives show top-dose activation, usual class: activators | 380,000 tested, 0.007% active | HEK293 GLP-1R CRE-luciferase, luminescence, 4-6 h; cells express a hypersensitive GLP-1R form; further: potency means the concentration at half of the fitted maximal effect; % of control where 0% means no effect
PI5P4Ka inh – qHTS for Inhibitors of phosphatidylinositol 5-phosphate 4-kinase (PI5P4K); Phosphatidylinositol 5-phosphate 4-kinase type-2 alpha (Homo sapiens), P48426; PI5P4Kalpha enzyme, ADP-Glo luminescence, 60 min; active compounds read low; max response, %; 330,000 tested, 1.2% active; AID 652105, 2013; active means max response of -50% or lower; inconclusive means between -30% and -50%; inactive means -30% or higher; further: value at the top dose of about 77 µM; on the % scale 0 is the no-effect control and ±100 the full control effect
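PI5P4Kalpha ADP-Glo assay; 5 microM ATP final; 60 min RT reaction; HEPES pH 7.4/EGTA/CHAPS, 5% DMSO; controls lacking substrate or enzyme; luminescent end-point.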
PLK1 PBD block – qHTS for Inhibitors of PLK1-PDB (polo-like kinase 1 - polo-box domain): Primary Screen; Plk1 PBD binding of FITC phosphopeptide, fluorescence polarization; Potency, µM, inactives show max response, negative = inhibition, most hits filed as inhibitors; 360,000 tested, 2.8% active; Serine/threonine-protein kinase PLK1 (Homo sapiens), P53350; further: potency means the concentration at half of the fitted maximal effect; series mostly up to about 57 µM; on the % scale 0 is the no-effect control and ±100 the full control effect; nearly all actives have a fitted effect of over 65% in size
Target sequence (P53350 whole entry, looked up, the tested form may be a part): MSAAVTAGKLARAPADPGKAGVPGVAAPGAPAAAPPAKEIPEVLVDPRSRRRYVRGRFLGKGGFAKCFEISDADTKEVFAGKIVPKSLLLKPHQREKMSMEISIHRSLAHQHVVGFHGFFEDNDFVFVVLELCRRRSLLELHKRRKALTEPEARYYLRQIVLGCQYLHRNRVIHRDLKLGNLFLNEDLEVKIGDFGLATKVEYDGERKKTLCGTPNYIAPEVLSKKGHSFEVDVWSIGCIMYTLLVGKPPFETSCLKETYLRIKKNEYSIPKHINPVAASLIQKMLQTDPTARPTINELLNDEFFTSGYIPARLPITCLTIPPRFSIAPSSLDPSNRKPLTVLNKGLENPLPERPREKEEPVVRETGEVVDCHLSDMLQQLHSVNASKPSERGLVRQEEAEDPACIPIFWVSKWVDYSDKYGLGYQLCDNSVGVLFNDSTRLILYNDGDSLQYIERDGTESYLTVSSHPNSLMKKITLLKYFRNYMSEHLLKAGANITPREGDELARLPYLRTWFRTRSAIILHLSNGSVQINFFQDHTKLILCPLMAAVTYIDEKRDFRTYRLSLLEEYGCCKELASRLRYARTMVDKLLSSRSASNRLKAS
DRD3 agonist – qHTS of D3 Dopamine Receptor Agonist: qHTS; D(3) dopamine receptor (Homo sapiens), P35462; D3R DiscoveRx beta-arrestin cells, luminescence, 90 min; max activation, %; 410,000 tested, 0.58% active; AID 652048, 2013; in the data active means max activation above about 30%; further: 0% is about no effect; mostly tested at two doses, the higher about 12 µM
Target sequence (P35462 whole entry, looked up): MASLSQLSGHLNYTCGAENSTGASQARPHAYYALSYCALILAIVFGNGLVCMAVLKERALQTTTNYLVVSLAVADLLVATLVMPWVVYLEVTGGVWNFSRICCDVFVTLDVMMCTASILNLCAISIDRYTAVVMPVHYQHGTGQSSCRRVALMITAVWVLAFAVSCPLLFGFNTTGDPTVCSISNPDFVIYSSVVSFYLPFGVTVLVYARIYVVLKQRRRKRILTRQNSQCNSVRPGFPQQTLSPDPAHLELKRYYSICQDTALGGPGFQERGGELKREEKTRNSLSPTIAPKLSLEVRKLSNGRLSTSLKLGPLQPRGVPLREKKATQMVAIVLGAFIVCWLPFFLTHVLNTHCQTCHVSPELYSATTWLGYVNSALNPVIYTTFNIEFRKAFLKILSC
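Agonist mode: compounds and dopamine controls were applied to plated cells for 90 min at 37 degrees C after an overnight attachment at 1500 cells/well. Luminescent read-out followed 30 - 60 minutes at room temperature with DiscoveRx detection reagent.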
D3 antag – qHTS of D3 Dopamine Receptor Antagonist: qHTS. 360,000 tested, 2.5% active. AID 652054, 2013. D(3) dopamine receptor (Homo sapiens), P35462. D3R cells, DiscoveRx beta-arrestin luminescence, antagonist mode; active compounds read low. max response, negative = inhibition, %; in the data active means max response below about -50%; inconclusive means no clear call, values can overlap the other calls; further: on the % scale 0 is the no-effect control and ±100 the full control effect; mostly tested at two doses, the higher about 12 µM
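Cells plated overnight at 1500 cells/well, then exposed to library compounds with dopamine controls for 90 minutes at 37 degrees C. DiscoveRx reagent added for 30–60 minutes at room temperature; luminescence read, quantitative HTS format.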
Numbers without * were called inactive; ? = inconclusive; . = no result given; [ ] = dose if it differs, or a comment. Unless noted, the call rests on the fitted dose curve; in most records, active means well fitted curve in the direction sought with a large enough effect; inconclusive means small, poorly fitted or top-dose-only effect, or another doubt; inactive means no such curve, though single readings can be large; an effect the other way counts as inactive or inconclusive.

SMILES	IL-2 act	GLP1R cytotox	WRN helicase inh	GLP-1R inv ag	GLP1R ag	PI5P4Ka inh	PLK1 PBD block	DRD3 agonist	D3 antag
CC1CCN(C(=O)COc2ccc(Nc3ccccc3)cc2)CC1	1.6	-2%[0.307 µM]	-3%	-1%[0.307 µM]	0%	-24	-17%	3	-11
O=C(CSc1c(Cl)cccc1Cl)NC1CCCc2ccccc21 (stereo not given)	-4.7	-4%	-8%	?	0%	?	?	-2	6
CCc1cccc(N2C(=O)N(Cc3c(F)cccc3Cl)c3ccccc3S2(=O)=O)c1	.	0%	.	14%	-1%	.	.	4	.
Cc1ccc(N2C(=O)c3n[nH]c(C)c3C2c2ccc(Cl)cc2)cc1 (stereo not given)	.	-5%	.	3%	-6%	.	.	-2	.
Cc1cccc(C)c1NC(=O)CNC(=O)c1ccncc1	-3.6	2%	5%	0%	3%	6	0%	10	4
CCCCNC(=O)[C@@H]1CCCN1S(=O)(=O)c1cccc2cccnc12	0.2	-4%	0%	0%	11%	11	2%	1	10
CCCc1cc(=O)oc2c(C)c(O[C@@H]3O[C@H](CO)[C@@H](O)[C@H](O)[C@H]3O)ccc12	0.3	3%	8%	15%	1%	13	2%	-3	25
Cc1onc(-c2c(Cl)cccc2Cl)c1C(=O)N1CCN(c2ccccc2)CC1	0.6	-29%	4%	?	-1%	5	-15%	2	-2
C=C1CCC[C@]2(C)C[C@H]3OC(=O)C(CNCCN(CC)CC)[C@H]3CC12 (stereo not given in full)	-5.0	-2%	-15%	?	0%	54	7%	1	-19
O=C(Nc1c[nH]c(=O)[nH]c1=O)c1ccc2c(c1)C(=O)N(c1cccc([N+](=O)[O-])c1)C2=O	-1.4	4%	-7%	10%	2%	-9	-15%	-6	-14
Cc1oc2ccc(OCc3ccc(Cl)cc3)cc2c1C(=O)O	-0.1	5%	1%	2%	1%	-23	-19%	1	-5
CCc1nc(NCC(C)C)c(C#N)c2c1COC(C)(C)C2	2.2	-7%	6%	7%	-6%	0	1%	3	27
O=C(c1n[nH]c2c1CCC2)N1CCCC(Nc2cccc(F)c2)C1 (stereo not given)	-2.8	-1%	-30%	1%	11%	6	-5%	6	?
COc1ccccc1NC(=O)c1cc(Sc2nncn2C)nc2ccccc12	-0.3	-16%	2%	1%	15%	-2	-5%	-10	17
CCOc1cccc(-c2cc(C(=O)N3N=C(C)CC3(O)C(F)F)c3ccccc3n2)c1 (stereo not given)	1.6	6%	1%	11µM*	11%	6	-8%	0	-7
O=C(CSc1cccc[n+]1[O-])NC(=O)c1ccc(OC(F)F)cc1	0.1	?	0%	?	1%	-10	-5%	0	1
COc1ccc(NS(=O)(=O)c2ccc(N3CCOCC3)c(NC(=O)/C=C/C(=O)O)c2)cc1	0.7	-6%	0%	12%	3%	0	1%	-2	-17
C[N+]1(CC(=O)OCCCc2ccccc2)CCOCC1	1.7	-1%	-1%	-5%	1%	0	-22%	3	7
O=C(CSc1ncccn1)n1c2c(c3ccccc31)CCCC2	-1.6	4%	-12%	0%	11%	.	-5%	-8	-10
COc1ccc(-c2cc(-c3nnc(COC(=O)c4ccc(O)cc4)o3)c3ccccc3n2)cc1OC	-0.5	37%[activator]	-25%	?	22%	0	1%	22	100
NCCNC(=O)c1c(NC(=O)c2ccccc2)sc2c1CCCC2	-2.1	-3%	9%	?	5%	-3	-8%	2	18
Cc1cccc(NC(=O)Cn2cc(S(=O)(=O)c3ccc(F)cc3)c(=O)c3cc4c(cc32)OCO4)c1	.	1%	.	?	-1%	.	.	3	.
CC(C)c1cc(C(=O)O)c2cnn(C(C)C)c2n1	-3.8	5%	-2%	15%	-7%	-10	27µM*	0	-1
CCOC(=O)C1=C(COC(=O)/C=C/c2cccc(OC)c2OC)NC(=O)NC1C (stereo not given)	-3.3	-15%	-11%	33%[activator]	22%	5	0%	20	59
Cc1ccc(N(C(=O)Cn2nnc(-c3ccc(F)cc3)n2)C(C(=O)NC(C)(C)C)c2ccncc2)cc1 (stereo not given)	-3.3	-22%	-13%	?	5%	6	-16%	-8	-15
(next part)
SMILES	IL-2 act	GLP1R cytotox	WRN helicase inh	GLP-1R inv ag	GLP1R ag	PI5P4Ka inh	PLK1 PBD block	DRD3 agonist	D3 antag
C[C@H](CO)N1C[C@H](C)[C@@H](CN(C)C(=O)Nc2ccccc2)Oc2c(NS(=O)(=O)c3ccc(F)cc3)cccc2C1=O	4.3	3%	-35%	3%	-6%	-1	-15%	-6	2
CCN1CCc2nc(NC(=O)c3ccc4c(c3)OCCO4)sc2C1	-1.3	-3%	16%	0%	-4%	.	-9%	4	29
Cc1ccc2[nH]c3nc(SCCN4CCOCC4)nnc3c2c1	-2.9	1%	-12%	0%	-5%	.	?	-3	-57*
CCCNC(=O)C1(C)CCCN(Cc2ccccc2F)C1 (stereo not given)	-0.6	4%	4%	-23%	5%	1	-3%	-2	4
CC(C)C[C@H]1CN=C(N(C)C)N1CCCCc1ccccc1	-0.6	-15%	-5%	-26%	4%	1	1%	-12	-1
CCCCCN1C2=NCCN2c2ccccc21	-0.1	-20%	3%	-30%	0%	?	24µM*	-1	?
COc1ccc(CCNC(=O)C2CC(c3ccccc3C(F)(F)F)=NO2)cc1 (stereo not given)	-0.4	-18%	1%	-10%	-1%	-4	3%	6	0
CCOc1ccccc1C(C(=O)NC1CCCC1)N(Cc1ccco1)C(=O)CNC(=O)c1ccco1 (stereo not given)	-0.5	-15%	4%	?	-1%	5	-8%	7	-12
C[C@@]12CC[C@H]3OC(=O)C=C3C1CC[C@@]13CC(CCC12)[C@](CO)(O[C@H]1O[C@H](CO)[C@@H](O)[C@H](O)[C@H]1O)C3 (stereo not given in full)	2.2	2%	6%	8%	4%	4	-2%	8	-15
Cc1cc(C)c(C)c(S(=O)(=O)N2CCC(C(=O)Nc3ccc(S(=O)(=O)N4CCOCC4)cc3)CC2)c1C	-0.8	4%	-6%	?	-2%	-6	-8%	5	2
CN1CCN(S(=O)(=O)c2ccc(C(F)(F)F)cc2)C(c2ccccc2)C1 (stereo not given)	-0.4	13%	-1%	?	0%	2	4%	2	25
Cc1nc(/C(=N/O)C(N)=O)cs1	1.0	-11%	2%	?	0%	1	24µM*	14	2
C=CCC(NC(=O)N(C)C)(C(=O)OC)C(C)O (stereo not given)	-0.3	-18%	-1%	4%	.	1	1%	4	3
C/C=C/c1ccc2c(c1)O[C@H](CN(C)CC1CCOCC1)[C@@H](C)CN([C@H](C)CO)S2(=O)=O	0.0	-8%	5%	26%	3%	-6	1%	2	0
CCOC(=O)c1nnn(-c2nonc2N)c1C	1.9	-4%	-5%	0%	-4%	.	-3%	0	7
CCOc1ccc(NC(=O)/C(C#N)=C/c2cn(CC(=O)O)c3ccccc23)cc1	1.4	?	-21%	-5%	-1%	-13	?	3	6
CC1CC(C)(C)NC(=S)N1CC(=O)N1CCN(Cc2ccccc2)CC1 (stereo not given)	-0.1	-10%[7.66 µM]	4%	-5%[7.66 µM]	0%	-6	-3%	3	9
Cc1c(NC(=O)CN2C(=O)NC3(CCCC3)C2=O)c(=O)n(-c2ccccc2)n1C	-0.7	-4%[7.66 µM]	12%	1%[7.66 µM]	0%	4	0%	2	7
O=C(NCCc1ccc(Cl)cc1)c1cccnc1	-1.8	7%	2%	5%	-6%	.	-5%	3	19
CN(C)S(=O)(=O)N1CCN(C(=O)N(c2ccccc2)c2ccccc2)CC1	-1.8	18%	-1%	15%	-3%	.	-11%	2	-24
CCCNC(=O)c1ccc(N2CCC3(CC2)CC(c2cccc(Br)c2)=NO3)c(NC(=O)c2c(Cl)cccc2Cl)c1	-0.2	2%	3%	17%	-2%	2	1%	-39	-9
CC(=O)NC1=NN(C(C)=O)C2(S1)C(=O)N(CC(C)C)c1ccc(C)cc12 (stereo not given)	-0.4	0%	-2%	12%	-1%	-2	-4%	6	-18
Cc1ccc(CNc2oc(C)nc2C#N)cc1	-3.3	-9%	-9%	-28%	-2%	-1	-3%	1	5
CC(C)Cn1c(=O)c2c(c3ccccc31)OC(C)C(=O)N2 (stereo not given)	-2.6	35%[activator]	-14%	0%	0%	6	-4%	1	9
COc1ccccc1C(=O)N/C(=C\c1ccc(Br)cc1)C(=O)NCC(=O)O	-4.6	0%	-3%	11%	-4%	12	-10%	-9	19
Continuation:
SMILES	IL-2 act	GLP1R cytotox	WRN helicase inh	GLP-1R inv ag	GLP1R ag	PI5P4Ka inh	PLK1 PBD block	DRD3 agonist	D3 antag
CCS(=O)(=O)N1CCN(Cc2nc3ccccc3c(=O)[nH]2)CC1	0.4	0%	-2%	-4%	0%	0	-12%	-2	10
O=C(O)c1ccccc1-c1nc2ccccc2c(=O)n1O	-2.4	5%	-12%	5%	0%	-2	2%	-2	-5
Cc1cccc(NC(=S)N(CCCN2CCOCC2)Cc2ccccn2)c1	-4.3	8%	13%	5%	5%	-4	-8%	-26	?
CN1CCN(c2ccc(-c3cccc(NC(=O)COc4ccccc4)c3)nn2)CC1	-4.6	-10%	-2%	11µM*	-3%	0	-1%	5	-15
NC(=O)c1ccsc1NC(=O)CSc1nnc(C2CC2)n1Cc1ccccc1	1.8	-11%	-17%	1%	3%	?	-3%	4	-17
COc1ccc(/C=N/NC(=O)c2ccccc2)cc1OS(=O)(=O)c1ccccc1	-4.7	?	?	?	1%	-7	-9%	-12	-10
